Screening results deposited in PubChem by several laboratories.
EBV gp42 inh – inhibitors of Epstein-Barr virus glycoprotein 42. Q1HVG2. Fluorescence polarization binding assay, mP read-out. inhibition, % (tested at 21.74 µM). 220,000 tested, 0.42% active; in the data active means inhibition above about 50%
PERK inh – blocks human PERK kinase. inhibition, % at 5.6 µM. Q9NZJ5. 220,000 tested, 0.17% active. AID 1416. CHO PERK-DD fusion, SEAP luminescence translation reporter;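 active means inhibition above the mean inhibition of all tested compounds plus 3 SD, set separately per screening campaign, cut at about 2.9% in these data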;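 further: PERK kinase domain activated by AP20187 dimerizer at 100 nM; 0% = DMSO with dimerizer and 100% = rapamycin at 8.4 µM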
Target sequence (Q9NZJ5 whole entry, looked up, the tested form may be a part): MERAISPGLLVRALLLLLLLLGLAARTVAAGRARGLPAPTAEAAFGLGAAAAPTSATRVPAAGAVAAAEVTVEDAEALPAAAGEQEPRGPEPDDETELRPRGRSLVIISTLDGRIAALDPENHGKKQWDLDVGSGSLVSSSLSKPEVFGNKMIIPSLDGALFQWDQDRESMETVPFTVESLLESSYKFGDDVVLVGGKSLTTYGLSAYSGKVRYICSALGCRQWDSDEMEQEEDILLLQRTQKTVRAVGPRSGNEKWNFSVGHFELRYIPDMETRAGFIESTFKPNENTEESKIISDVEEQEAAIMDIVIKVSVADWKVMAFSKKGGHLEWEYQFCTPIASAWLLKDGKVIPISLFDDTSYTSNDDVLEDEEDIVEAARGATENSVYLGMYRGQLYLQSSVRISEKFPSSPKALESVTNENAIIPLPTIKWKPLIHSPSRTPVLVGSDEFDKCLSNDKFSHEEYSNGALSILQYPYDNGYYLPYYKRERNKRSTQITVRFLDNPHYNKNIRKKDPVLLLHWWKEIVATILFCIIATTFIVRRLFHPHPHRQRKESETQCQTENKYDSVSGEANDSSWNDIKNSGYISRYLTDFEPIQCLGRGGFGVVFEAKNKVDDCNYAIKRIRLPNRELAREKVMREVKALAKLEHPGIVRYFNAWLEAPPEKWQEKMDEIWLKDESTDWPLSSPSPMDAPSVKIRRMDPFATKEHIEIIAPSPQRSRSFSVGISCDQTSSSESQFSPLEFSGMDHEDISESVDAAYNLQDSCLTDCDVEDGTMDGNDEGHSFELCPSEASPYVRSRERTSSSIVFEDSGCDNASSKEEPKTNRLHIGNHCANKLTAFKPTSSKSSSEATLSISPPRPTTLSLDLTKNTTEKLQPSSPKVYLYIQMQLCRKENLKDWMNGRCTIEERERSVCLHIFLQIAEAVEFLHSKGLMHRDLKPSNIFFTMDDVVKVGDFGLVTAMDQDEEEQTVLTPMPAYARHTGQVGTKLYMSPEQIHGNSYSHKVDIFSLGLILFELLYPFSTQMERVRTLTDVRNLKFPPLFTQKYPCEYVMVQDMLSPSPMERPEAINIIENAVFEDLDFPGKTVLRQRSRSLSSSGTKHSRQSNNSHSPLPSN
MDM2 E3 inh – Mdm2 E3 ligase (human) inhibition | cell-based MDM2 ubiquitination luciferase reporter, 2 h; 0 = plate control, 100 = twice control, blank-subtracted | signal enhancement, % at 5 µM | 210,000 tested, 0.11% active | AID 1230;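 active means signal enhancement of 30% or more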;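 further: luminescence tracks abundance of the self-degrading MDM2-luciferase fusion protein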
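Material: stable MDM2–luciferase fusion reporter cells / Quantity: 2000 cells/well / Dosing: single 5 µM compound dose, 0.2% final DMSO / Buffer or medium: DMEM / Schedule: 4 h cell settling then 2 h compound exposure, 37 °C / Detection: luminescence with SteadyLite reagent, 15 min at room temperature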
eIF4E-4G inh – eIF4E/eIF4G interaction inhibition in translation initiation; P63073+Q04637; AID 782; inhibition, % at 21.7 µM; 220,000 tested, 0.37% active; TR-FRET eIF4E-eIF4GI(517-606) binding, 2 h;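 active means inhibition above about 30%, limit read from the data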;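 further: 0% = full FRET control wells and 100% = background wells lacking eIF4GI fragment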
zVAD death inh – blocks zVAD induced death of L929 cells; L929 zVAD necroptosis rescue, ATP luminescence, 24 h; with zVAD 60 µM; viability rescue, % at 10 µM; 220,000 tested, 0.38% active;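 active means activation, scaled between plate controls, above about 75%, limit read from the data; inactive means activation under that limit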;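 further: 0% = zVAD with DMSO and 100% = DMSO alone without zVAD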
Rad51 HR inh – blocks human Rad51 in homologous recombination | Q06609 | hRad51 DNA strand exchange, fluorescence dequenching | inhibition, % at 10 µM | 200,000 tested, 0.085% active | AID 1385;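 active means inhibition above 40% at the single screening dose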;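 further: 0% = DMSO control wells and 100% = blanks with heterologous ssDNA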
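Material: Human Rad51 nucleoprotein filaments preassembled on unlabelled ssDNA | Also added: Labelled 47-mer dsDNA for strand exchange | Dosing: Single dose, 10 µM final compound | Schedule: 30-min compound preincubation and 15-min exchange, both room temperature | Technique: Fluorescence dequenching at 485/520 nm | Measure: Percent inhibition relative to plate controls and blanks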
Calpain2 inh – inhibitors of pig calpain II; purified calpain II, fluorogenic peptide substrate, 30 min; inhibition, % at 16 µM; 220,000 tested, 0.37% active; AID 1236;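 active means inhibition above about 50%, limit read from the data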
TNF death inh – blocks TNF-alpha induced death of Jurkat FADD-/- cells; 220,000 tested, 0.068% active; activation (protection from cell death), % at 10 µM; Jurkat FADD-/- TNF necroptosis rescue, ATP luminescence, 24 h; 0 = TNF only, 100 = no-TNF cells;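 active means activation, meaning protection from cell death, of at least 50% relative to plate controls; inactive means activation below 50%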;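 further: necroptosis triggered by 40 ng/mL TNF-alpha added together with compound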
KCC2 mod – modulators of human KCC2 chloride dependent transport | Q9H2X9 | 190,000 tested, 2.2% active | B-score of Tl+ flux slope (higher = more flux/activation; lower = inhibition) at 10 µM | KCC2 cells, thallium flux FluoZin-2 fluorescence;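 active means thallium flux slope and its plate-corrected score both differing from the plate sample mean at a set confidence after two filtering rounds, in either direction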;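 further: slope of fluorescence scaled to starting intensity during 10 to 20 s after thallium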
* marks the source's active call; other numbers are inactive results; i = inactive; . = no result given; & = joins results of further samples; [ ] = another dose, or the depositor's remark. No enrichment for hits; overall some 3.6% were active at least once.

SMILES	EBV gp42 inh	PERK inh	MDM2 E3 inh	eIF4E-4G inh	zVAD death inh	Rad51 HR inh	Calpain2 inh	TNF death inh	KCC2 mod
CCC(C)NC(=O)c1ccc(NC(=O)C2CCCO2)cc1 (centres undefined)	0.7	0.9	-7.7	0.8	2.9	-2.0	-15.2	0.0	0.199
CC(C)C[C@H](NC(=O)c1nc[nH]c1C(=O)N1CCC(C)CC1)C(=O)OC(C)(C)C	-15.4	.	25.6	-2.0	-0.1	3.9	1.5	1.6	-0.319
CC(C)OCCCNC(=O)c1ccc(N(C)S(C)(=O)=O)cc1	-13.5	0.5	-0.6	-0.2	0.1	5.9	7.3	-0.1	-0.685
O=[N+]([O-])c1ccc2nc(-[n+]3c(-c4ccccc4)cc(-c4ccccc4)cc3-c3ccccc3)[nH]c2c1	-6.4	-0.9	-9.2	-16.9	-0.8	.	-157.2	-0.9	-2.1
CCCCCCCCCCCCC(=O)CCCCC(=O)O	-6.1	1.3	1.5	-0.4	0.1	4.1	-11.5	-0.1	-0.0595
CC1CCCCN1S(=O)(=O)c1ccc(C(=O)Nc2nnc(-c3cccs3)o2)cc1 (centres undefined)	-20.1	-1.1	-5.7	1.8[fluorescence artefact?]	1.3	-0.5	-42.2	-5.6	6.64*
CC(C)N(Cc1nc(-c2ccccc2)no1)C(=O)Cc1ccccc1	2.1	0.1	-12.0	-0.7	-0.1	-0.6	-2.9	0.7	0.00641
Cn1nc(OC(=O)Nc2ccc(Cl)cc2)cc1C(F)(F)F	-9.2	0.0	-9.8	-0.2	0.0	6.5	5.6	-0.9	.
CN(C(=O)/C=C/c1ccc2c(c1)OCO2)c1ccccc1	-0.4	0.2	0.2	0.6	0.3	-4.3	-7.5	0.3	-1.63
COc1ccc(-c2nnc(SC(C)C#N)o2)cc1 (centres undefined)	17.3	0.5	-15.5	1.8	-0.6	3.8	13.0	-1.0	.
O=C(Nc1cc2c(=O)n(-c3ccc(Oc4ccccc4)cc3)ccc2oc1=O)c1ccccc1	-5.4	0.5	-3.7	1.3	0.3	15.0	-11.7	-0.1	0.166
Cn1c(=O)oc2cc(S(=O)(=O)N3CCN(c4ccccc4)CC3)ccc21	-50.3	1.8	-4.7	-8.8[fluorescence artefact?]	0.1	-21.4	6.6	0.2	0.0422
CCc1ccc(NC(=O)COC(=O)C2(c3ccc(Cl)cc3)CCCC2)cc1	-4.7	1.4	-10.5	0.8[fluorescence artefact?]	1.4	-2.6	-9.3	1.8	0.142
CN(Cc1ccccc1)S(=O)(=O)c1ccc2c(c1)n(C)c(=O)n2C	-4.3	-0.7	-8.2	-4.3	0.3	1.5	7.1	1.4	.
Cc1cc(OCC(=O)c2ccc(F)cc2)ccc1N1C(=O)CCC1=O	2.9	-0.2	-18.9	-3.6	0.9	0.9	-13.9	0.4	1.47
O=C(Nc1ccccc1F)c1ccc([N+](=O)[O-])s1	8.6	0.8	-22.3	-0.3	2.1	10.8	-13.2	-4.8	1.14
CCC(C)n1cnc2c(=O)oc3ccccc3c21 (centres undefined)	-12.8	-1.8	-11.9	-8.5	-0.9	-1.4	-9.8	-3.1	-0.696
S=c1[nH]nc(-c2ccccc2)n1/N=C/c1c[nH]c2ccccc12	-4.9	0.2	-5.7	0.5	2.6	5.5	-3.7	1.7	0.491
O=c1[nH]c(=O)n(Cc2ccccc2)c2c1C(C(F)(F)F)(C(F)(F)F)N=C(c1ccco1)N2	14.3	0.4	-7.5	9.7	-0.1	-0.7	3.5	-2.6	-0.406
N#CC1=C(S)N(c2ccccc2)C(c2ccc(-c3cc(Cl)ccc3Cl)o2)NC1=O (centres undefined)	-5.1	1.2	2.5	-5.8[fluorescence artefact?]	2.1	-2.6	-33.4	1.4	-2.22
CCN(CC)CCNC(=O)c1ccc2c(c1NCCO)C(=O)c1ccccc1C2=O	11.2	-1.9	-9.1	-5.3	23.1	21.0	-9.3	-22.4	-2.23
CCN(CC)CCN1C(=O)C(O)=C(C(C)=O)C1c1ccc(OC)c(OC)c1 (centres undefined)	6.0	1.2	-22.4	-3.5	0.5	5.7	5.0	0.2	.
CC(C)NC(=O)C1CCN(C2CCN(Cc3nc(C(C)C)cs3)CC2)CC1	-16.0	0.4	-14.6	1.1	0.6	-3.4	-6.7	-0.1	0.529
c1ccc(-c2nnc(C(c3ccccc3)c3ccccc3)o2)cc1	-13.5	-0.1	2.3	4.5[fluorescence artefact?]	0.2	-0.5	21.4	0.2	-0.0201
N#Cc1c(-c2cccs2)cc(-c2cccs2)[nH]c1=O	-2.1	1.4	-0.8	-0.4	1.3	17.4	-99.8	2.8	-0.868
c1ccc2c(c1)nnn1c3ccccc3nc21	-15.4	0.4	-23.6	-1.3	0.5	2.9	10.2	-1.7	-0.489
N#C/C(C(=O)NCc1ccccc1)=C1\SC(CCO)C(=O)N1c1ccccc1 (centres undefined)	-15.6	0.7	0.7	4.5	0.9	-14.1	21.8	0.2	-0.119
CCC(=O)Nc1nc2cc(OC)ccc2s1	-16.5	0.5	-25.2	1.3	88.3*	0.0	5.1	-2.5	-0.379
COc1ccccc1C(=O)N1CCN(c2ccccn2)CC1	-55.7	0.7	-14.1	-2.1	-0.2	0.0	5.3	-3.4	-0.32
N#C/C(=C\c1c[nH]c2ccccc12)C(=O)NCC1CCCO1 (centres undefined)	-25.7	0.8	-8.6	5.0	65.8	5.6	-28.8	0.3	-0.441
CNC(=O)CN1C(=O)NC2(CCc3ccccc32)C1=O (centres undefined)	-22.8	0.9	-20.4	11.7	-0.7	-1.2	14.2	0.1	0.438
COc1ccc(-c2csc(CCN3N=C(C)CC3=O)n2)cc1	-9.4	-0.1	-19.8	-4.4	2.8	4.9	-27.2	0.6	-1.27
O=C1CC(c2ccccc2)=NN1c1nc(-c2ccccc2)cs1	-6.1	-0.2	5.7	-1.2	5.9	-1.1	-33.0	0.0	9.67*
O=C(O)CCN=C1CCc2ccccc2N1	-9.8	0.3	-12.5	2.4	-0.3	.	-17.4	0.4	.
CCCC(=O)N/N=C1\CS(=O)(=O)N(C)c2ccsc21	-15.7	0.0	-21.3	2.8	4.0	11.4	-6.2	0.2	0.247
COc1ccc(C(CC(=O)O)NC(=O)c2ccco2)cc1 (centres undefined)	-12.5	0.8	-24.6	.	1.4	5.9	21.8	0.4	.
C/C(N)=C(/C#N)C(=O)COC(=O)CNS(=O)(=O)c1ccc(C)cc1	-10.0	1.8	-7.1	-2.0	1.5	-3.5	8.4	0.7	-0.33
O=C(O)c1cccnc1Cl	-12.0	1.3	-5.3	2.1	0.5	4.4	12.9	1.4	1.79
Cc1ccc2c(c1)CCCN2C(=O)NC1CCCCC1	3.5	0.2	-21.9	1.4	0.7	.	35.1	0.3	-1.71
COc1ccc(C(=O)NCC(=O)OCn2nnc3ccccc3c2=O)cc1OC	-5.2	0.1	-20.4	-0.5	2.5	15.6	-29.6	0.2	0.412
N#Cc1ccccc1NC(=O)COC(=O)CSc1nc2ccccc2o1	-1.8	0.3	3.6	4.6	0.6	6.0	-36.1	-0.3	.
NC(=O)c1cc2ccccc2o/c1=N\NC(=O)c1ccco1	7.3	0.4	-10.5	-1.3	1.0	-5.8	-8.6	-2.5	0.829
CCCn1nc2cc(C(=O)NC3CCc4ccccc43)ccc2c1OCC (centres undefined)	-3.6	-1.2	-9.3	.	0.1	-0.8	i	-1.5	0.0363
COc1ccc(N2CC(NC(=O)NCCC(C)C)CC2=O)cc1 (centres undefined)	1.9	0.9	-12.4	-4.5[fluorescence artefact?]	1.0	-10.6	17.6	-0.5	-0.0364
Cc1cc(NC(=O)CSc2ccc(-c3cccc([N+](=O)[O-])c3)nn2)no1	0.1	0.9	-2.1	-4.7	1.0	-2.6	21.5	3.2	-1.42
C[n+]1ccccc1/C=N/O	-3.7&-37.0	0.8&0.7	.	-1.7&0.2	2.4&62.6	-1.9&-5.5	15.8&36.4	0.0&-0.9	0.198&0.662
COc1cccc(NC(=O)CC2C(=O)NC3CCCCC3N2C(=O)c2ccc(F)cc2)c1 (centres undefined)	-9.9	-1.6	-4.7	-6.7	0.9	-6.9	-29.2	-1.5	.
CCCCc1nnc(NC(=O)COc2ccc3c(C)cc(=O)oc3c2)s1	-4.2	0.3	-10.5	0.2	0.0	-4.7	7.5	-0.3	0.278

Among those listed so far, these have a nitro group on carbon.
SMILES	EBV gp42 inh	PERK inh	MDM2 E3 inh	eIF4E-4G inh	zVAD death inh	Rad51 HR inh	Calpain2 inh	TNF death inh	KCC2 mod
O=[N+]([O-])c1ccc2nc(-[n+]3c(-c4ccccc4)cc(-c4ccccc4)cc3-c3ccccc3)[nH]c2c1	-6.4	-0.9	-9.2	-16.9	-0.8	.	-157.2	-0.9	-2.1
O=C(Nc1ccccc1F)c1ccc([N+](=O)[O-])s1	8.6	0.8	-22.3	-0.3	2.1	10.8	-13.2	-4.8	1.14
Cc1cc(NC(=O)CSc2ccc(-c3cccc([N+](=O)[O-])c3)nn2)no1	0.1	0.9	-2.1	-4.7	1.0	-2.6	21.5	3.2	-1.42

Remaining list, next part.
SMILES	EBV gp42 inh	PERK inh	MDM2 E3 inh	eIF4E-4G inh	zVAD death inh	Rad51 HR inh	Calpain2 inh	TNF death inh	KCC2 mod
O=C(O)C1OC(C(=O)O)C2C1C(F)(F)C2(F)F (centres undefined)	-16.2	2.8	-17.0	-0.5	-0.1	-8.4	-0.2	-1.5	.
N/C(=N\OC(=O)/C=C/c1ccccc1)c1ccc(Cl)cc1	7.9	0.5	-16.3	-0.2	2.4	2.4	10.7	-0.4	-0.0421
CCC(C)NCCOCCOc1ccc(Cl)c2ccccc12 (centres undefined)	2.6	0.5	-32.6	-3.8	3.3	-7.3	20.9	4.4	0.822
O=C(O)/C(=C\c1cccs1)c1ccc(F)cc1	-14.1	1.6	-15.8	-0.3	-0.3	-4.2	-68.6	0.3	0.339
COC(=O)C(C)N(c1ccc(OC)cc1)S(C)(=O)=O (centres undefined)	0.0	1.4	12.9	-2.0	0.6	4.7	-16.4	1.2	-0.212
Cc1ccc(NC(=O)CSc2nnc3n2CCCCC3)cc1	1.5	0.5	-17.5	-4.9[fluorescence artefact?]	1.9	9.5	15.8	-0.7	-0.815
COc1ccccc1C(c1nnnn1C(C)(C)C)N1CCCCCC1 (centres undefined)	-12.9	-1.2	-27.0	1.5	-0.4	4.4	-15.2	-2.8	-1.24
CCN(CC)C(=O)CCc1nc2sc3c(c2c(=O)[nH]1)CCCC3	-6.5	-1.4	-6.4	-0.6	1.3	-7.7	19.4	2.2	.
CC(C)(C)C1CCc2c(C(=O)NNC(=O)CCC(=O)O)csc2C1 (centres undefined)	-5.3	1.2	-8.2	4.3	0.2	-6.4	-15.5	0.4	0.0773
Cc1cc(C)n2nc(C(=O)NC(c3ccccc3)c3ccccc3)nc2n1	-1.0	1.1	5.5	2.3	0.1	13.6	1.6	0.5	-0.615
CC1CCN(Cc2csc(N)n2)CC1	-11.1	0.1	-2.4	-2.6	-0.4	4.8	-15.7	0.7	1.07
O=C(Nc1ccc(F)cc1)Nc1ccccc1NS(=O)(=O)c1cccs1	14.5	0.6	-7.7	-2.5	1.4	2.3	0.1	1.5	-0.278
CSc1ncccc1C(=O)NC1CCCCCC1	-17.9	0.9	6.9	-2.2	4.1	-1.2	-3.7	0.6	-0.449
Cc1ccc(S(=O)(=O)CCc2nc3ccccc3n2CCC#N)cc1	-8.3	0.2	1.9	2.9[fluorescence artefact?]	2.2	0.5	-9.1	4.5	1.23
